HCMV antiviral: qHTS Assay for inhibitors of the human cytomegalovirus (HCMV) | HFF cells, HCMV-luciferase reporter, 72 h; stronger effect = lower value | activity change, negative = inhibition, % at 57.5 µM | hit rate 4.5% among 410,000; in the data active means activity change below about -60%; inconclusive means no clear call, values can overlap the other calls; inactive means above about -39%
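Cell-based, HFFs, 1000 cells/well, 16 h 37C; cpds in DMSO + HCMV-luc, MOI 1 PFU/cell; 72 h 37C; OneGlo luminescence after 5 min RT; norm. to buffer vs Salinomycin 10uM.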
Sm TGR inh: qHTS Assay for the Inhibitors of Schistosoma Mansoni Peroxiredoxins; Schistosoma mansoni thioredoxin glutathione reductase (TGR), Q962Y6; purified TGR, DTNB reduction, TNB absorbance 405 nm; Potency, µM (doses to about 114 µM), for inactives: at the top dose activity change, negative = inhibition, actives largely listed as inhibitors; hit rate 3% among 360,000; further: potency means the concentration at half of the fitted maximal effect; nearly all actives have a fitted effect of over 60% in size
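TGR 20 nM + NADPH 100 uM (dispensed conc.), cpd preinc 15 min RT; start with NADPH (500 uM addition) then DTNB (15 mM addition). Kinetic TNB absorbance, 405 nm filter. Four-parameter Hill fit across titration.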
AmpC detergent: qHTS Inhibitors of AmpC Beta-Lactamase (assay with detergent) | P00811 | AmpC hydrolysis of nitrocefin, absorbance 480 nm, 0.01% Triton | Potency, µM (series often up to 114 µM), inactives show at the top dose activity change, negative = inhibition, most hits filed as inhibitors | hit rate 0.041% among 370,000 | AID 485294, 2010;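 further: potency means the concentration at half of the fitted maximal effect; 0% = no-compound wells and -100% = no-enzyme wells; nearly all actives have a fitted effect of over 25% in size; some results filed as inactive show a strong effect at the top dose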
Target sequence (P00811 whole entry, looked up): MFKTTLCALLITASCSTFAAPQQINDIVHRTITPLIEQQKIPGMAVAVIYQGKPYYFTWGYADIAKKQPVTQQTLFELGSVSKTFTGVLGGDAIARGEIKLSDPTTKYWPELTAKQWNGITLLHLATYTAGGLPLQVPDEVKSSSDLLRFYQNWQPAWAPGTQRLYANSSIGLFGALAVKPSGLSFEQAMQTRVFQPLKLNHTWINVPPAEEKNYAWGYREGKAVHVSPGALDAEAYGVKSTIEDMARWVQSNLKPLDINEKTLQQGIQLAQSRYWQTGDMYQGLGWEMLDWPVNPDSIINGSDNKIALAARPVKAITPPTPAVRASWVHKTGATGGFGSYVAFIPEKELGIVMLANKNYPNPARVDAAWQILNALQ
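20 mM phosphate pH 7.0 + 0.01% (detergent screen) or 0.0001% Triton X-100; 5.3 nM AmpC reagent; cpd preinc 15 min RT; nitrocefin (800 uM stock) to start; A480 q20 s × 4 min; Activity was normalised to no-enzyme and no-compound control wells.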
HCV inhibitor: qHTS Assay for Inhibitors of Hepatitis C Virus (HCV) | Huh7.5.1 HCVcc-Cre infection, luciferase reporter, 44 h | Potency, µM (doses to about 41.8 µM), for inactives: at the highest dose activity change, negative = inhibition, most hits filed as inhibitors | hit rate 3.4% among 340,000; further: potency means the concentration at half of the fitted maximal effect
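Infectious HCV cell culture screen: compound-treated cells (1,000/well, pre-plated 4 h) are infected with HCVcc-Cre at roughly 0.5 moi and grown 44 h. Infection is quantified by luciferase signal after 15 min substrate incubation at room temperature.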
Giardia FBPA inh: qHTS Assay for Inhibitors of Fructose-1,6-bisphosphate Aldolase from Giardia Lamblia. A8B2U2. purified Giardia FBPA. Potency, µM (highest dose often 59.6 µM), for inactives: at the top dose activity, negative = inhibition, usual class: inhibitors. hit rate 0.71% among 290,000; further: potency means the concentration at half of the fitted maximal effect; nearly all actives have a fitted effect of over 55% in size
Target sequence (A8B2U2 whole entry, looked up): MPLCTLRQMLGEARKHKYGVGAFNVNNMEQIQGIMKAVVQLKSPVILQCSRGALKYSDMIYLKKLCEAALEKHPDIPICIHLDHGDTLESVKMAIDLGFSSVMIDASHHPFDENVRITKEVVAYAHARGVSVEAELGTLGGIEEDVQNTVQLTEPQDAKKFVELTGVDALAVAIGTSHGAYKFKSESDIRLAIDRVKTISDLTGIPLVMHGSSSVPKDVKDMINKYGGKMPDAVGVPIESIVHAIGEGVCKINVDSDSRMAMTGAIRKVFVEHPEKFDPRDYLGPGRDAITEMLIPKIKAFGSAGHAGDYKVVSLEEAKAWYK
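Giardia FBPA (40 nM reagent) was preincubated 10 min at RT with compound (up to 57.5 uM final), then substrate plus GAPDH/TPI/NAD/arsenate coupling system with diaphorase/resazurin was added; resorufin fluorescence (525/598 nm) was read after 20 min.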
AmpC no deterg: qHTS Inhibitors of AmpC Beta-Lactamase (assay without detergent); hit rate 0.52% among 330,000; Potency, µM (highest dose often 57.1 µM), inactives show top-dose activity change, negative = inhibition, most hits filed as inhibitors; AmpC nitrocefin hydrolysis, absorbance 480 nm, 0.0001% Triton; AID 485341, 2010;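 further: potency means the concentration at half of the fitted maximal effect; plate controls were no compound for no effect and no enzyme for full effect; nearly all actives have a fitted effect of over 20% in size; some results filed as inactive show a strong effect at the top dose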
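20 mM phosphate pH 7.0 + 0.01% (detergent screen) or 0.0001% Triton X-100; 5.3 nM AmpC reagent; cpd preinc 15 min RT; nitrocefin (800 uM stock) to start; A480 q20 s × 4 min; Activity was normalised to no-enzyme and no-compound control wells.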
Numbers without * were called inactive; ? = inconclusive; nt = not tested or not shown; & = joins results of further samples; [ ] = dose if it differs, or a comment. Unless noted, the call rests on the fitted dose curve; in most records, active means well fitted curve in the direction sought with a large enough effect; inconclusive means small, poorly fitted or top-dose-only effect, or another doubt; inactive means no such curve, though single readings can be large; an effect the other way counts as inactive or inconclusive. Unless noted, on the % scale 0 is the no-effect control and ±100 the full control effect.

SMILES	HCMV antiviral	Sm TGR inh	AmpC detergent	HCV inhibitor	Giardia FBPA inh	AmpC no deterg
CC(=O)Nc1ccc(Nc2nc3c(S(=O)(=O)c4ccc(C)c(C)c4)nnn3c3ccccc23)cc1	-35	-7%	-15%	?	0%	-37%
COc1ccc(-c2cc(C(F)F)n3ncc(C(=O)N4CCCCC4)c3n2)cc1	10	2%	-1%	?	4%	84%[activator]
COc1cc(CNCCSc2nnnn2C)ccc1OCc1ccc(Cl)cc1Cl	-13	1%	-3%	nt	nt	nt
Cc1cc(C)cc(C(=O)n2cnnc2N)c1	35	-10%	-10%	10%	-6%	-22%
Cc1cc(C)n2nnnc2n1	38	4%	-2%	6%	3%	1%
NS(=O)(=O)c1ccc(CCNC(=O)c2ccc(S(=O)(=O)N3CCCCC3)cc2)cc1	-32	4%	0%	6%	2%	-25%
CNC(=S)Nc1cccc2[nH]ncc12	-4	-30%	-12%	10%	-21%	-14%
CC1(C)Cc2c(sc3c4nnnn4c4nnnn4c23)CO1	nt	-24%	?	nt	0%	-18%
COc1ccc(-n2nc(C(=O)NCCc3cccc(C)c3)c3c4ccccc4n(C)c3c2=O)cc1Cl	6	4%	-1%	nt	nt	nt
CCn1c(=O)c(=O)n(CC)c2cc(S(=O)(=O)N3CCc4ccccc43)ccc21	-36	-1%	?	11%	-10%	23%
Cc1cccc(C(=O)OC2CCOC2=O)c1C (stereo not drawn)	-9	-6%	-4%	23%	-5%	-12%
COC(=O)CC1Oc2ccc(C)cc2-n2cc(-c3ccc(F)cc3)nc21 (stereo not drawn)	?	-3%	1%	nt	nt	nt
Cc1cc(N2C(=O)CC(N3CCN(c4ccc(C(=O)c5cccs5)cc4)CC3)C2=O)no1 (stereo not drawn)	32	?	0%	-14%&-3%	-1%	0.5µM*
O=C(Nc1ccc2c(c1)OCO2)C(=O)c1c[nH]c2ccccc12	129	-3%	-4%	0%	nt	-24%
O=C(CSc1nnc2c(Cl)cc(Cl)cn12)NC1CCS(=O)(=O)C1 (stereo not drawn)	4	-5%	6%	30%	2%	-16%
CCCC(=O)Nc1ccc2c(c1)nc(CN1CCN(C(=O)OCC)CC1)n2CC	10	0%	-15%	0%	-16%	18%
Cc1ccc(-c2nnc(N3CCOCC3)c3ccccc23)cc1S(=O)(=O)N(C)C	0	-14%	2%	5%	-9%	-3%
O=C(Nc1ccc(S(=O)(=O)NC2=NCCCCC2)cc1)C1COc2ccccc2O1 (stereo not drawn)	-32	10%	-2%	-8%	-4%	-48%
O=C(Nc1ccc(Cc2ccncc2)cc1)C1CCC(N2C(=O)C3CCCCC3C2=O)CC1 (stereo not drawn)	?	nt	4%	?	2%	65%[activator]
CC(OC(=O)CNC(=O)c1ccccc1)C(=O)Nc1ccc(S(=O)(=O)N2CCOCC2)cc1 (stereo not drawn)	-29	3%	-16%	32%[activator]	nt	-19%
O=c1c(-c2ccccc2Cl)c[nH]n1-c1ccccc1	11	-15%	?	19%	-11%	-18%
Cc1ccc(-c2csc(C3=C(O)CN(NC(=O)c4ccc([N+](=O)[O-])cc4)C3=N)n2)cc1	-28	nt	-8%	2%	2%	?
CC(=O)Nc1ccc(S(=O)(=O)N2CCN(C(=O)CCC3CCCC3)CC2)cc1	30	3%	-3%	-18%	3%	11%
CN1C(=O)/C(=N/OC(=O)c2ccccc2Br)c2ccccc21	35	13µM*	35µM*	30%	-3%	-34%
N#C/C(C(=O)N1CCOCC1)=C1/SC(Cc2ccccc2Cl)C(=O)N1c1ccccc1 (stereo not drawn)	-7	5%	-6%	7%	4%	59%
SMILES	HCMV antiviral	Sm TGR inh	AmpC detergent	HCV inhibitor	Giardia FBPA inh	AmpC no deterg
O=c1[nH]c(C2CCN(S(=O)(=O)c3ccccc3F)CC2)nc2c1nnn2Cc1ccc(OC(F)(F)F)cc1	8	1%	-4%	?	-15%	-43%
c1ccc(CCC2CCCCN2Cc2cn[nH]c2-c2cc3ccccc3o2)nc1 (stereo not drawn)	-11	16%	-2%	-16%	-2%	20%
COC(=O)c1sc(=S)n(-c2ccccc2)c1N	-11	7%	3%	-2%	0%	-12%
COc1ccc(S(=O)(=O)N(n2c(C)nnc2-n2nc(C)cc2C)S(=O)(=O)c2ccc(OC)cc2)cc1	nt	-2%	3%	33%[activator]	?	-17%
COc1ccc(Cl)cc1N(CC(=O)Nc1ccc2c(c1)OCCO2)S(C)(=O)=O	-17	0%	-12%	13%	4%	-18%
CC[C@]12c3[nH]c4cc(CCC(=O)N(C)C)ccc4c3CCN1C(=O)[C@@H](CC(=O)NCCN1CCOCC1)C[C@@H]2C(=O)N1CCN(C(=O)C2CC2)CC1	14	nt	nt	5%[8.37 µM]	nt	61%[activator]
O=C(c1ccc(S(=O)(=O)N2CCOCC2)cc1)N(Cc1ccco1)Cc1cccs1	-3	-16%	?	-24%	-6%	62%[activator]
Cc1ccc(NC(=O)c2c(C(F)(F)F)nn(C)c2SCc2ccc(Cl)cc2)cc1C	24	4%	?	6%	-1%	2%
O=c1[nH]c2ccccc2n1Cc1ccc(Cl)cc1	-36	-5%	-7%	?	1%	-21%
O=C1NC(=O)C2C1C(c1cccs1)NN2Cc1ccccc1 (stereo not drawn)	11	-13%	-8%	16%	1%	-24%
CC1(C)CN(c2cccc(Br)c2)C1=O	8	0%	-5%	9%	7%	-6%
CC(=O)N1CCc2c(sc3c2c(=O)n(Cc2ccccc2)c(=O)n3Cc2ccccc2F)C1	-1	-1%	0%	nt	nt	nt
Cc1cccc2cc(C#N)c(SCC(=O)NCc3cccs3)nc12	-39	3%	-3%	18%	4%	-13%
COc1cccc(N2C(=O)C3C(C2=O)C2C=CC3C23CC3)c1 (stereo not drawn)	-17	2%	1%	11%	3%	-3%
COc1cc(NC(=O)c2ccc(-n3cnc4cccnc43)cc2)cc(OC)c1	-11	3%	27%	nt	nt	nt
O=C1c2ccccc2C(=O)N1CSc1nnnn1-c1ccccc1	62	-19%	-4%	8%	-5%	-9%
Cc1ccc(C(=O)NC2CCN(S(=O)(=O)c3ccc(F)cc3)CC2)cc1	-13	3%	-9%	-24%	9%	-11%
CCOc1ccc(N(CC(=O)N/N=C/c2cccnc2)S(C)(=O)=O)cc1	52	-2%	3%	2%	2%	-40%
CC(=O)Nc1cccc(NC(=O)CSc2cn(CC(=O)N3CCCC3)c3ccccc23)c1	-3	-9%	4%	nt	nt	nt
O=C(c1ccc(=O)[nH]c1)N1CCN(S(=O)(=O)c2ccccc2)CC1	-27	-5%	-13%	12%	nt	-15%
Cc1cc(C)c(S(=O)(=O)NCc2ccc3c(c2)OCO3)cc1C	-11	-19%	-1%	-5%	2%	-31%
COc1cc(S(=O)(=O)NCC(c2ccco2)N2CCCCC2)ccc1NC(C)=O (stereo not drawn)	-11	-12%	1%	-15%	nt	-28%
COc1ccccc1NS(=O)(=O)c1cc(NC(=O)CCNC(C)=O)ccc1N1CCCCC1	?	-5%	0%	?	nt	169%[activator]
COc1cc(/C=C2\SC(=S)N(CC(=O)NC3=NCCS3)C2=O)cc(OC)c1OC	-25	-4%	-6%	-12%	-9%	-36%
CN(Cc1cccc2ccccc12)C(=O)c1cc(COc2c(F)cccc2F)on1	?	0%	-5%	-15%	1%	-5%

6 entries drawn at random from those above, as already listed:
SMILES	HCMV antiviral	Sm TGR inh	AmpC detergent	HCV inhibitor	Giardia FBPA inh	AmpC no deterg
COC(=O)CC1Oc2ccc(C)cc2-n2cc(-c3ccc(F)cc3)nc21 (stereo not drawn)	?	-3%	1%	nt	nt	nt
O=C(Nc1ccc2c(c1)OCO2)C(=O)c1c[nH]c2ccccc12	129	-3%	-4%	0%	nt	-24%
Cc1cc(C)cc(C(=O)n2cnnc2N)c1	35	-10%	-10%	10%	-6%	-22%
O=c1c(-c2ccccc2Cl)c[nH]n1-c1ccccc1	11	-15%	?	19%	-11%	-18%
N#C/C(C(=O)N1CCOCC1)=C1/SC(Cc2ccccc2Cl)C(=O)N1c1ccccc1 (stereo not drawn)	-7	5%	-6%	7%	4%	59%
O=c1[nH]c2ccccc2n1Cc1ccc(Cl)cc1	-36	-5%	-7%	?	1%	-21%

The list continues.
SMILES	HCMV antiviral	Sm TGR inh	AmpC detergent	HCV inhibitor	Giardia FBPA inh	AmpC no deterg
Cc1ccc(NC(=O)NCc2c(-n3cccc3)sc3c2CCCC3)c(Cl)c1	-21	-10%	-3%	nt	nt	nt
COc1ccc(S(=O)(=O)c2nnn(-c3ccc(C(C)C)cc3)c2C)cc1	-28	0%	23%	nt	nt	nt
Cc1ccccc1-c1nc(NC(=O)CSc2ncnc3sc4c(c23)CCCC4)ns1	8	1%	25%	nt	nt	nt
Cn1c(SCC(=O)c2ccc3c(c2)OCO3)nnc1-c1ccccn1	-16	2%	2%	-14%	-11%	nt
O=C1c2cccc3cccc(c23)C(=O)N1CCCN1CCN(c2ccc(F)cc2)CC1	?	nt	1%	?	-7%	-15%
COc1ccc(Nc2oc(-c3cccs3)nc2C#N)cc1	34	-2%	-3%	?	-3%	-40%
O=C(CSc1nc(-c2ccc(F)cc2)cc(C(F)(F)F)n1)NCCN1CCOCC1	-26	-22%	-2%	?	0%	46%
CC(=O)c1ccc(OCc2cc(C(=O)NC(C)CCn3cccn3)no2)cc1 (stereo not drawn)	94	7%	0%	3%	8%	-2%
Cc1cc2cc3c(cc2nc1SCc1ccccn1)OCCO3	-26	-1%	-13%	?	2%	-19%
Cc1cccc(NC(=O)Cn2c(=O)n(Cc3ccco3)c(=N)c3c4c(sc32)COC(C)(C)C4)c1	53	0%[11.4 µM]	-10%	?	5%	43%
COC(=O)c1ccc(NC(=O)CN2C(=O)CSC2=O)cc1	-9	-12%	-10%	10%	-11%	-27%
CS(=O)(=O)N(CC(=O)N1CCOCC1)c1cccc(F)c1	40	9%	?	23%	14%	5%
Cc1cccc2sc(NC(=O)CNS(=O)(=O)c3ccc(Br)s3)nc12	39	21%	1%	-21%	-6%	-44%
COc1ccc(Cl)cc1NC(=O)CSc1nnc(COc2ccccc2)n1C	?	25%	8%	?	-3%	128%[activator]
CCOC(=O)CC(=O)CSc1nc(CC)c(C)cc1C#N	-89*	-23%	-5%	15%	2%	-7%
c1csc(CNc2nc3ccccc3n2CCN2CCOCC2)c1	71	-2%	3%	0%	2%	-18%
CC(C)CNC(=O)c1nc(-c2ccccc2)n(-c2ccccc2)n1	21	6%	3%	-29%	0%	-12%
Cc1cc(=O)[nH]c2c1cnn2C(C)c1ccccc1 (stereo not drawn)	?	12%	-5%	17%	-24%	-20%
CSCCC(NC(=O)c1cncc(Br)c1)C(=O)O (stereo not drawn)	17	1%	1%	21%	-5%	nt
Cc1c(C)n(Cc2ccccc2)c2ncnc(NCCO)c12	50	3%	1%	8%	0%	13%
O=C(C1CCC(=O)N1C1CCCCC1)N1CCN(c2ccc(F)cc2)CC1 (stereo not drawn)	-11	7%	?	16%	9%	42%
